# Screening data as filed in PubChem.
# hcGAS lum: human cGAS inhibition; Q8N884; recombinant h-cGAS, ATP depletion, Kinase-Glo luminescence; inhibition, % at 12.5 µM; actives 0.081% (n = 290,000); AID 1259398;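 also: 0% = vehicle reaction and 100% = reaction without DNA for no activity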
# Target sequence (Q8N884 whole entry, looked up): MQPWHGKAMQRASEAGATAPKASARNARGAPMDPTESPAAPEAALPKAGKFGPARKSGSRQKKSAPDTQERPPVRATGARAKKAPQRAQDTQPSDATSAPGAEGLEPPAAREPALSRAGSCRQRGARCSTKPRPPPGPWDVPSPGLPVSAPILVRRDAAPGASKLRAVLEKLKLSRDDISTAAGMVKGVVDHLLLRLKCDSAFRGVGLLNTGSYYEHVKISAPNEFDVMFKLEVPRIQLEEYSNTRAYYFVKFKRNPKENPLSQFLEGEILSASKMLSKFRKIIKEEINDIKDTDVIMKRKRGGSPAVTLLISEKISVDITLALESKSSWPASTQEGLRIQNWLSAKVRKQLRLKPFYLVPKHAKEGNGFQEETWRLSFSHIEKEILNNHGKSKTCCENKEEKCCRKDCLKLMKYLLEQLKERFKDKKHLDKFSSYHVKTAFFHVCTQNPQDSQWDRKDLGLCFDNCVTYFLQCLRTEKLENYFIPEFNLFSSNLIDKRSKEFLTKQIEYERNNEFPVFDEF
# NPYLR7 agonist: mosquito NPYLR7 agonism; actives 0.15% (n = 270,000); activation, % at 10 µM; HEK293T NPYLR7/Galpha15, GCaMP6s calcium fluorescence; in the data active = activation above about 40%;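 also: 0% = vehicle and 100% = reference agonist at the receptor; some compounds past the cut are filed as inactive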
# mcGAS inh: inhibitors of mouse cGAS; actives 0.15% (n = 160,000); inhibition, % at 12.5 µM; recombinant cGAS, Kinase-Glo ATP depletion luminescence;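 also: 0% = negative control wells and 100% = reference inhibitor with no enzyme activity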
# * = called active by the depositor; x = not tested or not shown; & = joins results of further samples; ! = not active in a repeat. Rule as the data show it, unless noted: active = inhibition above about 40%; inactive = the rest.
nr	Structure	mcGAS inh	NPYLR7 agonist	hcGAS lum
1	CNC(=O)[C@@]1(OCc2cccc(C(F)(F)F)c2)CC(OCc2ccc(C#N)cc2)[C@@H]2OC(C)(C)O[C@@H]2C1 (stereo partly drawn)	-2.1	0.4	0.1
2	Cc1nc(C)c(Cc2cccc(C(F)(F)F)c2)c(N2CCN(C(=O)c3ccc(C)c([N+](=O)[O-])c3)CC2)n1	-9.7	5.1	-7.0
3	Oc1c(Cl)cc(Cl)c(Cl)c1Cc1c(O)c(Cl)cc(Cl)c1Cl	x	9.5&-11.4	84.9*!
4	CN(C)CC/C=C1\c2ccccc2CSc2ccccc21	x	-4.0	-6.0
5	COc1ccc(NCC2(c3ccnc(-c4cccc(O)c4)c3)CC2)cc1	-5.4	9.2	-7.4
6	Cc1ccc(-c2ccc(CCC(=O)O)[nH]2)cc1	x	18.2	-7.3
7	Cc1cc(C)n(CC(C)NC(=O)Cn2nnnc2CN2CCc3ccccc3C2)n1 (stereo not drawn)	x	6.4	-6.7
8	CC1(C(=O)NS(=O)(=O)c2ccc(F)cc2F)CCN1C(=O)CCc1ccccc1 (stereo not drawn)	x	1.1	0.9
9	CC1CCc2c(sc3nc(C(C)C)nc(N4CCN(S(=O)(=O)c5cccc6cccnc56)CC4)c23)C1 (stereo not drawn)	-4.8	14.0	-6.1
10	CCCCN(Cc1ccc(F)cc1)C(=O)c1ccn[nH]1	x	0.9	0.2
11	CCN(CC)C(=O)c1sc(NC(=O)c2c(-c3ccccc3)noc2C)c(C(=O)OC(C)C)c1C	-4.4	-5.4	-3.7
12	CCOc1ccc(CN(CCc2c[nH]c3ccccc23)Cc2nc(C(=O)N3CCOCC3)co2)cc1	-4.0	26.8	-2.4
13	COc1cc(F)c(C(=O)NCc2ccon2)c(F)c1	x	-3.6	-13.5
14	CC(C)CNCc1cccc(OS(C)(=O)=O)c1	x	0.5	-1.0
15	Cc1cccc(C(N)=NOC(=O)N2c3ccccc3Sc3ccccc32)c1	x	4.1	-11.3
16	COC(=O)C1(NC(=O)c2ccc(-c3ccc(F)cc3)s2)CCCCC1	x	7.2	-2.0
17	c1cncc(-c2nc3c(c(NCCN4CCOCC4)n2)CCNC3)c1	x	1.2	-2.4
18	CN(C)[C@H]1CCN(c2nc(C(C)(C)C)nc3c2cnn3C)C1	x	-5.3	-6.6
19	CC(=O)NC1CCCN(C(=O)COC(=O)c2cc3c(cc2O)CCCC3)C1 (stereo not drawn)	x	7.3	-11.9
20	COC(=O)c1cc(-c2ccc(C)o2)nc2c1c(-c1ccco1)nn2C1CCS(=O)(=O)C1 (stereo not drawn)	x	10.3	-7.0
21	COc1ccc(C(=O)C(C#N)=Cc2ccc3c(c2)OCCO3)cc1	30.5	0.7	-6.2
22	COC(=O)C1C(=N)OC2=C(C(=O)CCC2)C1c1ccccc1Cl (stereo not drawn)	-5.2	2.9	-4.3
23	Cc1cc(NC(=O)c2noc3c2CCCC3)no1	x	-0.4	-2.9
24	CC1=C(C(=O)OCC(F)(F)F)C(c2ccccc2Cl)NC(=O)N1 (stereo not drawn)	x	-4.9	-2.3
25	CCCOC(=O)C1=C(C)NC2=C(C(=O)CC(c3ccccc3)C2)C1c1ccccc1OCCC (stereo not drawn)	-7.6	2.4	-6.1
26	Cc1c(/C=N\NC(=O)CNc2ccccc2)c2ccccn2c1C(=O)c1cccc([N+](=O)[O-])c1	-8.1	-3.8	-7.1
27	CSc1ncc(C(=O)N[C@@H]2C[C@H]3C(=O)N(C)CC(=O)N3C2)cn1	x	5.0	-6.4
28	CC(C)c1nnc(NS(=O)(=O)c2ccc(Cl)s2)s1	x	0.4&-22.9	-5.7&-10.3
29	C=CCOc1cccc(C2Nc3ccccc3S(=O)(=O)N2Cc2ccccc2)c1 (stereo not drawn)	x	1.9	-7.7
30	Oc1cccc(Oc2ccncn2)c1	x	-1.2	-4.3
31	CC(C(=O)Nc1ccccc1Cl)N1CCN(C(=O)c2ccco2)CC1 (stereo not drawn)	x	-1.3&-8.0	-6.3&-7.4
32	Cc1ccccc1-c1cc(O)c2c(c1)CN(C(=O)C1C=CCN1)CCO2 (stereo not drawn)	-14.8	x	-5.1
33	CCc1nc2ccc(C(=O)N3CCCCC3)cn2c1N(C)C(=O)COc1ccccc1	5.1	-1.1	-2.0
34	Cc1cccc(-n2nnc3c(=O)n(Cc4ccc(C(F)(F)F)cc4)cnc32)c1	-10.1	-2.9	-8.0
35	O=C1CC(C(=O)Nc2ccc(C(=O)N3CCCCCC3)cc2)CCN1 (stereo not drawn)	x	3.8	-4.7
36	O=C(Oc1coc(CSc2ncccn2)cc1=O)c1ccc(F)c(F)c1	1.4	-17.8	1.3
37	Cc1cccc(-c2nnc(NC(=O)C(Cc3ccccc3)NC(=O)c3ccc(F)cc3)s2)c1 (stereo not drawn)	-4.7	11.6	-3.2
38	O=C(NCc1cc(-c2ccc3c(c2)OCCO3)on1)c1cc(-c2ccccc2)on1	-5.9	4.0	-6.2
39	NC(=O)CSc1nc(SCC(N)=O)c2c3c([nH]c2n1)CCCC3	-3.7	14.9	-3.3
40	CC(C)C[C@H](NC(=O)c1ccc(Br)s1)C(=O)NCC#N	x	11.5	-10.9
41	CN(C)CCCN(C(=O)CCS(=O)(=O)c1ccc(F)cc1)c1nc2c(Cl)cccc2s1	-6.4	-3.2	-4.2
42	O=C(Nc1nc(-c2cccc(O)c2)cs1)C1CC2CCC1O2 (stereo not drawn)	-17.6	2.5	-5.9
43	Cc1sc2ncnc(SCC(=O)Nc3ccc([N+](=O)[O-])cc3)c2c1C	-4.4	-4.3	-3.2
44	O=C(NC1CCCC1)C1CCC(CNc2c(N3CCCCC3)c(=O)c2=O)CC1 (stereo not drawn)	-3.6	0.6	-6.6
45	Cc1cccc(-c2noc(CN(C)Cc3nnc(-c4ccc(C)n4C)o3)n2)c1	-11.2	4.9	-1.1
46	COc1ccc(CNC(=O)c2cn(Cc3ccc(F)cc3)c(=O)s2)cc1	x	14.9	-8.1
47	COCC(=O)Nc1ccc(N(C)C)c(CN(C(=O)c2ccc(F)cc2)C(C)c2ccccc2)c1 (stereo not drawn)	-3.9	15.5	12.9
48	COc1ccc(-c2cc(C(=O)Nc3cc(F)ccc3C)c3ccccc3n2)cc1	-4.1	-16.4	-3.7
49	COc1ccc(CCCC(=O)NCC(=O)N/N=C\c2cccc(Cl)c2Cl)cc1	x	3.6	3.0
50	CCOC(=O)c1cc(-c2cccc(NC(=O)c3ccc4ccccc4n3)c2)n(-c2ccccc2OC)n1	-2.8	7.3	-4.7

# (more compounds)
nr	Structure	mcGAS inh	NPYLR7 agonist	hcGAS lum
51	Cc1nc(NCCNC(=O)C2CCCC2)cc(N(C)C)n1	x	1.5	-0.1
52	N#Cc1ccccc1COc1ccc(C(N)=O)cc1	x	-27.2	5.8
53	Nc1c(Cl)cc(NS(=O)(=O)c2ccc(Cl)cc2)cc1Cl	x	-4.6	-7.1
54	COc1ccc(C2NC(=O)C(C#N)C(=S)N2c2ccccc2)cc1OC (stereo not drawn)	x	2.5	7.9
55	CCN(CC)S(=O)(=O)c1ccc2c(c1)nc(SCc1ncc(C)c(OC)c1C)n2Cc1ccco1	-0.4	28.2	-2.4
56	CC(C)C[C@@H](C(=O)O)N1CC[C@@]2(CCCN2C(=O)C2CCC(=O)N2)C1=O (stereo partly drawn)	x	0.1	-7.0
57	CCc1nc2ccc(C(=O)Nc3ccc(OC)c(OC)c3)cn2c1N(C)Cc1ccc(OC)cc1	-1.9	6.5	-3.0
58	Cc1cc(Oc2cc(N3CCN(C(=O)c4ccco4)C(C)C3)ncn2)ccc1Cl (stereo not drawn)	-2.4	31.5	-4.0
59	O=C(Nc1ccnn1C1CCN(Cc2cccc3nonc23)CC1)c1ccccc1	-2.7	2.1	-6.7
60	CC(=O)Nc1ccc(CN2CCC2(C)C(=O)Nc2ccc(C)cc2)cc1 (stereo not drawn)	x	0.6	-11.4
61	O=C(c1ccncn1)N1CCOc2c(O)cc(-c3nc4ccccc4s3)cc2C1	x	24.3	-8.2
62	O=C(Nc1cc(-c2ccc(Cl)cc2)nn1-c1ccc(Br)cc1)c1cccc(C(F)(F)F)c1	-6.2	33.6	-3.5
63	CC(C)(C)C1(O)NS(=O)(=O)c2cccc(Cl)c21 (stereo not drawn)	x	2.5	6.6
64	Cc1ccc(S(=O)(=O)C(C#N)=Cc2ccsc2)cc1	-7.1	0.7	-9.3
65	O=C(NC1Cc2ccccc2C1)c1ccc(-c2cc(-c3cccc4ccccc34)[nH]n2)cc1	-5.6	21.9	-3.7
66	CCn1cnnc1CNc1cc(Cl)nc(N)n1	x	-0.1	-6.9
67	COc1ccc2c(=O)c3c(oc2c1)C(=O)N(c1nccs1)C3c1ccc(C(C)(C)C)cc1 (stereo not drawn)	x	-1.0	2.4
68	O=[N+]([O-])c1ccc(-c2cnnn2-c2ccc([N+](=O)[O-])cc2Br)cc1	x	7.2	-6.4
69	COCCN1C(=O)C2(SCCN2C(=O)c2ccco2)c2ccccc21 (stereo not drawn)	-9.0	x	-5.1
70	c1cc(CN2CCc3onc(-c4ccc5c(c4)OCO5)c3C2)co1	x	13.8	-1.7
71	O=C(CN1CCC2(CC1)OCCO2)N1N=C(c2ccccc2F)CC1c1ccc(Cl)cc1 (stereo not drawn)	-5.2	9.6	-7.2
72	CC1(C)C(=O)OC(C(=O)c2ccc(C(C)(C)C)cc2)C(C)(C)C1=O (stereo not drawn)	-3.4	-2.8	-13.8
73	Cc1[nH]n(-c2nc(-c3ccccc3)cs2)c(=O)c1C(c1ccccc1)C(C#N)C(N)=O (stereo not drawn)	x	-19.2	-0.5
74	Cc1cccc(-n2ncc3c(=O)[nH]c(-n4nc(C)cc4N)nc32)c1	x	-5.0	-3.4
75	C=CCOC(=O)C1=C(C)NC2=C(C(=O)CCC2)C1c1ccccc1OCCCC (stereo not drawn)	-1.0	-1.9	-1.3

# Compounds from the list above with bromine, in the order listed:
nr	Structure	mcGAS inh	NPYLR7 agonist	hcGAS lum
40	CC(C)C[C@H](NC(=O)c1ccc(Br)s1)C(=O)NCC#N	x	11.5	-10.9
62	O=C(Nc1cc(-c2ccc(Cl)cc2)nn1-c1ccc(Br)cc1)c1cccc(C(F)(F)F)c1	-6.2	33.6	-3.5
68	O=[N+]([O-])c1ccc(-c2cnnn2-c2ccc([N+](=O)[O-])cc2Br)cc1	x	7.2	-6.4

# Laid out differently: entries from further up
# Every second line gives: mcGAS inh	NPYLR7 agonist	hcGAS lum
(48) COc1ccc(-c2cc(C(=O)Nc3cc(F)ccc3C)c3ccccc3n2)cc1
→ -4.1	-16.4	-3.7
(21) COc1ccc(C(=O)C(C#N)=Cc2ccc3c(c2)OCCO3)cc1
→ 30.5	0.7	-6.2

# The listing picks up; the two compounds before the break are reprinted first.
nr	Structure	mcGAS inh	NPYLR7 agonist	hcGAS lum
74	Cc1cccc(-n2ncc3c(=O)[nH]c(-n4nc(C)cc4N)nc32)c1	x	-5.0	-3.4
75	C=CCOC(=O)C1=C(C)NC2=C(C(=O)CCC2)C1c1ccccc1OCCCC (stereo not drawn)	-1.0	-1.9	-1.3
76	C=CCOC(CN1CCN(C(=O)Nc2ccccc2C(=O)OC)CC1)c1cccc(OC)c1 (stereo not drawn)	-6.3	-4.4	-4.8
77	Cc1ccc2[nH]c3c(c2c1)CCCC3NC(=O)c1cc(-c2ccco2)[nH]n1 (stereo not drawn)	-3.0	-3.7	-9.1
78	Cc1ccccc1-n1c(SCCCC(=O)N2CCN(C(=O)c3ccccc3Cl)C(C)C2)nnc1-c1ccccc1 (stereo not drawn)	-5.0	0.4	-10.5
79	c1ccc(CNc2cc(-c3ncnc4c3CCC4)c3cc[nH]c3n2)nc1	x	19.6	-2.4
80	O=C(CNC1(c2noc(C3CC3)n2)CCCC1)NC(=O)NC1CC1	x	1.3	1.5
81	Cc1noc(-c2ccccc2Cl)c1C(=O)NCCC#N	-7.6	-0.4	-3.0
82	CC(NC(=O)CSC1=NCCS1)c1cccc2ccccc12 (stereo not drawn)	x	0.4	-11.4
83	CC1=CC[C@@H]2CN(C(=O)c3cc(=O)n(-c4ccccc4)[nH]3)C[C@@H]2C1	-9.4	4.1	-4.3
84	CC1CCN(C(C)CNC(=O)Cc2ccccc2Cl)CC1 (stereo not drawn)	-8.6	-0.3	-15.3
85	CCn1cc(C(CC(=O)NC2CCCCC2)c2ccc3c(c2)OCO3)c2ccccc21 (stereo not drawn)	0.3	-3.1	-2.9
86	CC(CNC(=O)NC1CC2CCCC(C1)N2C)CN1CCOCC1 (stereo not drawn)	x	10.5	-7.7
87	COCCCCC(=NOCCN)c1ccc(C(F)(F)F)cc1	-5.5	14.5&-10.7&-14.1&-3.0	-11.7&-2.5&-4.6&-6.4
88	O=c1ccc(-c2ccc(F)cc2)nn1CCNS(=O)(=O)c1ccccc1C(F)(F)F	-7.6	-1.8	-3.0
89	COc1ccc(NC(=O)NCCN2CCN(c3nc(Cc4ccc(F)cc4)ns3)CC2)c(OC)c1	-5.9	21.9	-8.8
90	COC(=O)C1=C(C)N=c2sc(=Cc3ccc(C)o3)c(=O)n2C1c1ccc(OC)cc1 (stereo not drawn)	-6.8	3.4	1.9
91	O=C1NC2(CCN(Cc3ccoc3)CC2)Nc2ccc(Cl)cc21	-2.5	-0.9	-0.8
92	CC(C)Cc1nc(N2CCN(C(=O)c3ccc(Cl)cc3Cl)CC2)c2c(-c3cccc(C(F)(F)F)c3)noc2n1	-6.3	14.5	-6.5
93	Cc1nc2c(OCc3ccc(Cl)cc3Cl)cccn2c1N(C)C(=O)CCC1CCCC1	0.1	1.2	-2.3
94	Cc1cc(-n2c(C)nc3ccccc3c2=O)ccc1NS(=O)(=O)c1ccc(F)c(C(F)(F)F)c1	x	14.0	-4.4
95	COc1ccc(-c2nc(Nc3ccccc3F)c3ccccc3n2)cc1	-5.6	30.3	-5.4
96	CN(Cc1ccco1)C(=O)CN1CCC(Nc2ccccc2F)CC1	x	0.6	-3.9
